Screening results (PubChem BioAssay)
HRas wt GTP bind = modulators of GTP binding to HRas wildtype, primary screen, biochemical, bead-based flow cytometry, multiplex; GTPase HRas (Homo sapiens), P01112; GST-Ras wt beads, Bodipy-FL-GTP binding; actives lie on both sides; GTP binding activity, % at 10 µM; 0.14% of 190,000 active;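 active = GTP binding activity at least 20% away from the 100% baseline, either lowered as inhibitor or raised as activator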;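 also: 0% = unlabeled GTP competition control and 100% = no-compound control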
Target sequence (P01112 whole entry, looked up): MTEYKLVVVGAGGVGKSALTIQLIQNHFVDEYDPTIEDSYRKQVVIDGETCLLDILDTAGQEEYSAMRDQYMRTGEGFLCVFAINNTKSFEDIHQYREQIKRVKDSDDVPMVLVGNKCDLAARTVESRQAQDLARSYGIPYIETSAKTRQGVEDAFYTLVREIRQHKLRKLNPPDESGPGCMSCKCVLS
Mcl-1 Bim block = inhibitors of Bim peptide binding to Mcl-1, primary screen, biochemical, bead-based flow cytometry, multiplex; Induced myeloid leukemia cell differentiation protein Mcl-1 (Homo sapiens), Q07820; Bim peptide-Mcl-1 binding; inhibition, % at 10 µM; 0.1% of 190,000 active; AID 1009, 2008; in the data active = inhibition above about 40%;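 also: 0% = no compound tracer wells and 100% = peptide blocker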
Target sequence (Q07820 whole entry, looked up): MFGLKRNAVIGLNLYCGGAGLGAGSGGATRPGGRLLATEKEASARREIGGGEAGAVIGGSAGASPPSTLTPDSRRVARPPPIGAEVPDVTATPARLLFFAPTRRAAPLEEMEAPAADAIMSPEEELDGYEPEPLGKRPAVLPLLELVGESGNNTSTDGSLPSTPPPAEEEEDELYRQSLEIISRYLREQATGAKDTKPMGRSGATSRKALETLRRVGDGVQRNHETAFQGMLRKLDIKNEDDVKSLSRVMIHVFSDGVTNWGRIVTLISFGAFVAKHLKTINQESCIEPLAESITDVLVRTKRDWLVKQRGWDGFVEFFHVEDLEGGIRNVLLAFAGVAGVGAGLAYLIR
Rab7 wt GTP bind = modulators of GTP binding to Rab7, primary screen, biochemical, wildtype, multiplex bead flow cytometry | GTP binding activity (percent of control), % at 10 µM | Rab7 GTPase wild type (dog), Bodipy-FL-GTP binding | 0.055% of 190,000 active | GST-Rab7 beads, fluorescent GTP binding; actives lie on both sides; untreated = 100%, excess cold GTP = 0%;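 active = fluorescent GTP binding to Rab7 beads changed by at least 20 points from the 100% baseline, either direction, mostly lower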;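 also: median green fluorescence of bound Bodipy-FL-GTP per Rab7 bead population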
Pf gametocyte = late stage P. falciparum gametocyte viability inhibitors, primary screen, ATP luminescence, HTS. inhibition, % at 10.9 µM. AID 743093, 2013. 0.065% of 150,000 active. P. falciparum stage V gametocytes, 24 h;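 active = inhibition above the mean plus 3 SD of compounds within the control limits, set per campaign, cut at about 38% in these data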;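 also: 0% = DMSO wells and 100% = medium only without gametocytes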
Rac1 act GTP bind = GTP binding modulators of activated mutant Rac1, primary screen, biochemical, bead-based flow cytometry, multiplex, fluorescent GTP; Ras-related C3 botulinum toxin substrate 1 (Homo sapiens), P63000; GST-Rac1 activated beads; actives lie on both sides; 100% means binding = to untreated wells; percent activity (GTP binding), % at 10 µM; 0.11% of 190,000 active; AID 764, 2007;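 active = GTP binding at least 20 percentage points away from the 100% baseline, in either direction, so actives lie on both sides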
Mcl1-Noxa inh = Mcl-1/Noxa binding inhibitors, primary screen, biochemical, TR-FRET, 1536-well | TR-FRET Mcl-1/Noxa peptide binding, 2 h | inhibition, % at 21.7 µM | 1.5% of 220,000 active | AID 1022, 2008;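 active = compounds that cut the protein-peptide binding signal by more than 50% relative to plate controls in a single-dose test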;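 also: His-tagged Mcl-1 with rhodamine Noxa BH3 peptide and terbium anti-His antibody; 0% = Mcl-1 plus Noxa peptide wells and 100% = peptide-only wells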
Mcl1-Bid inh = Mcl-1/Bid binding inhibitors, primary screen, biochemical, TR-FRET, 1536-well. TR-FRET Mcl-1/Bid-Dy647 peptide binding. 0.97% of 220,000 active. inhibition, % at 21.7 µM. AID 1021, 2008. Induced myeloid leukemia cell differentiation protein Mcl-1 (Homo sapiens), Q07820;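 active = compounds that cut the binding signal by more than half at the single screening dose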;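 also: His-tagged Mcl-1 with europium anti-His antibody binding Bid BH3 peptide; 0% = Mcl-1 plus peptide wells and 100% = peptide-only wells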
Rac1 wt GTP bind = wildtype Rac1 GTP binding modulators, primary screen, biochemical, GST-Rac1 beads, flow cytometry, multiplex | fluorescent GTP binding; actives lie on both sides; 0 = cold GTP competed, 100 = untreated | 0.27% of 190,000 active | Ras-related C3 botulinum toxin substrate 1 (Homo sapiens), P63000 | GTP binding activity (% of control), % at 10 µM;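 active = GTP binding activity at least 20 points away from the 100% control level, either lower or higher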
Rab2A wt mod = modulators of GTP binding to Rab2A wildtype, primary screen, biochemical, dog, bead-based flow cytometry, multiplex. Ras-related protein Rab-2A (Canis lupus familiaris), P61105. GST-Rab2 wt beads, Bodipy-GTP binding. GTP binding activity, % at 10 µM. 0.19% of 190,000 active. AID 760, 2007;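 active = GTP binding activity at least 20 points away from 100%, either lowered or raised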;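 also: 0% = beads with excess unlabeled GTP and 100% = no-compound control corrected for plate trend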
RGS8-Gao = RGS8-Galphao binding modulators, primary screen, biochemical, multiplexed bead flow cytometry. Guanine nucleotide-binding protein G(o) subunit alpha (Homo sapiens), P09471. actives lie on both sides. response (percent of control binding), % at 10 µM. 0.34% of 220,000 active; in the data active = response below about 60% or above about 140%; inactive = in between;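 also: Galphao activated as the GDP aluminium fluoride complex binding bead-coupled RGS8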
Target sequence (P09471 whole entry, looked up): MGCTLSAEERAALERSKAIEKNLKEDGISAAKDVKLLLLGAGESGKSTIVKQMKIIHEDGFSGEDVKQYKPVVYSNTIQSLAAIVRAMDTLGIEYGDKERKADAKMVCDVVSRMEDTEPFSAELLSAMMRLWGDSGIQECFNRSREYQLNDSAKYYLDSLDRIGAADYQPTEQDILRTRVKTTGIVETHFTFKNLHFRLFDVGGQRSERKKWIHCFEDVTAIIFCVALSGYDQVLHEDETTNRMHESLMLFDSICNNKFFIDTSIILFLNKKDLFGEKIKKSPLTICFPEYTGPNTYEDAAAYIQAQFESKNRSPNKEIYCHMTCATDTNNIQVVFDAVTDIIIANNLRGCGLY
Cdc42 wt GTP = modulators of GTP binding to wildtype Cdc42, primary screen, biochemical, multiplex bead flow cytometry, Bodipy-GTP | 0.2% of 190,000 active | GST-Cdc42 beads; actives lie on both sides | percent activity (GTP binding), % at 10 µM | Cell division control protein 42 homolog (Homo sapiens), P60953;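 active = percent activity GTP binding at least 20 points away from the 100% baseline, either down as inhibitor or up as activator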;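 also: median bead fluorescence of bound Bodipy-FL-GTP at 100 nM; 0% = excess unlabeled GTP control and 100% = no compound control; below 100% means less GTP binding so inhibitor and above means activator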
Target sequence (P60953 whole entry, looked up): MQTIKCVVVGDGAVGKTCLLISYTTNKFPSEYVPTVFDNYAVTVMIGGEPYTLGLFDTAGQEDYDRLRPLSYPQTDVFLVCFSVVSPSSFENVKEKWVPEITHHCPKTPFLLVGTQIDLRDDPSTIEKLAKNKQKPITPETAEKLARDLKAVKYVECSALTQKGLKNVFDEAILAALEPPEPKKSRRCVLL
Starred values were filed as active, the others as inactive; . = not tested or not shown.

SMILES	HRas wt GTP bind	Mcl-1 Bim block	Rab7 wt GTP bind	Pf gametocyte	Rac1 act GTP bind	Mcl1-Noxa inh	Mcl1-Bid inh	Rac1 wt GTP bind	Rab2A wt mod	RGS8-Gao	Cdc42 wt GTP
CC1(C)Cc2cccc(OCC(=O)N3CCN(c4ccc([N+](=O)[O-])cc4)CC3)c2O1	101	-5	105	.	100	13	6	106	100	107	104
COC(=O)CNC(=O)COC(=O)/C=C/c1ccc(F)cc1	96	-1	95	0	95	-12	-3	100	94	101	97
Cc1ccc2nc(Cl)c(CN(C(=O)c3cnccn3)C3CCCCC3)cc2c1	103	-2	101	.	101	9	-7	106	101	107	105
CCOCN(C(=O)Cn1c(C(C)O)nc2ccccc21)c1c(C)cccc1CC (stereo not given)	101	0	95	.	100	-1	0	104	97	99	102
Cc1cc2ccccc2c(=O)n1CC(=O)NCC(=O)N(C)C1CCCCC1	99	0	103	.	98	3	-2	102	98	91	101
Oc1ccc(Cl)cc1C=Nc1ccccc1Br	100	0	97	-16	98	-1	-9	101	97	105	99
Cc1noc(C)c1CSc1ncnc2ccccc12	100	0	98	.	93	-4	-19	96	98	101	95
Cc1cc(C)n2c(Br)c(CN3CCCC(C)C3)nc2n1 (stereo not given)	100	-3	103	-24	97	-4	-18	104	102	100	100
COc1ccc2c(c1)OC13CCN(C)CC1C2C(C(=O)c1ccc(F)cc1)C(=O)N3 (stereo not given)	102	-3	100	.	99	1	-12	107	102	103	103
COCCNC(=O)CN(C(=O)Cn1nnc2ccccc21)c1ccccc1C	100	-2	103	-1	94	0	-16	97	98	102	92
Cc1cccc(C)c1NC(=O)Cn1c(=O)n(CCC(=O)NCc2ccco2)c(=O)c2sccc21	100	-3	98	.	99	-14	-12	108	100	101	102
Cc1cc(NC(=O)C2C3C(=O)N(CC4CCCO4)C(C(=O)NCc4ccccc4)C34C=CC2(C)O4)no1 (stereo not given)	102	0	95	.	99	1	-13	103	99	99	100
Cc1cc(N2CCCC2)n2nc(C)nc2n1	100	0	96	.	98	22	9	104	99	94	99
COCCn1c(SCC(=O)N(C)C2CCS(=O)(=O)C2)nc2ccccc2c1=O (stereo not given)	94	-4	94	15	95	3	-35	100	91	103	100
COc1ccc(-c2nn(-c3ccccc3)cc2/C=C(\C#N)C(N)=O)cc1[N+](=O)[O-]	102	-1	111	10	98	16	39	103	105	98	100
COCCCNC(=O)CCC(=O)Nc1ccc2nc(N3CCOCC3)cc(C)c2c1	103	0	104	-10	100	-4	20	103	103	101	102
COc1cccc(NC(=O)CSc2nc3ccccc3c(=O)n2CCCC(=O)N2CCCC2)c1	102	4	105	-6	101	-8	-2	103	102	105	104
COc1ccc(CC(NC(C)=O)C(=O)N2CCN(C(=O)Nc3cccc(Cl)c3)CC2)cc1OC (stereo not given)	101	-3	91	9	102	28	2	103	99	106	103
CN1CCOc2cc(S(=O)(=O)Nc3ccc(F)cc3)ccc21	103	-2	106	0	101	31	-12	108	106	93	104
CCc1ccc(N/C(N)=N/c2nc(CSc3ncccn3)cc(=O)[nH]2)cc1	99	2	97	.	99	0	-12	106	99	106	101
O=C(Cc1cccs1)NNC(=S)NC(=O)c1ccc(F)c(F)c1	97	-8	94	-53	95	-60	-101	102	96	104	100
Cc1cc(NC(=O)CCN2C(=O)C3C4CCC(C4)C3C2=O)c(C)cc1Br (stereo not given)	98	-1	96	-1	98	12	-26	99	97	100	99
CC(=O)c1ccc(NC(=O)CSCC(=O)Nc2ccc3ccccc3c2)cc1	94	-3	94	-11	91	.	-2	90	92	101	96
COC(=O)c1cccnc1-n1c(=O)c2cccnc2n(Cc2cccc(OC)c2)c1=O	99	1	100	.	100	7	-13	101	98	104	99
O=C(NCc1ccccn1)c1ccc(CNS(=O)(=O)c2ccc(F)cc2)cc1	101	0	100	15	100	4	-24	105	100	101	101

Further results follow:
SMILES	HRas wt GTP bind	Mcl-1 Bim block	Rab7 wt GTP bind	Pf gametocyte	Rac1 act GTP bind	Mcl1-Noxa inh	Mcl1-Bid inh	Rac1 wt GTP bind	Rab2A wt mod	RGS8-Gao	Cdc42 wt GTP
COc1ccc(C(=O)Cn2nnc(-c3cccs3)n2)cc1	102	-2	99	-2	100	-2	21	102	102	105	101
O=C(O)CC(NC(=O)OCc1ccccc1)c1ccc(Br)cc1 (stereo not given)	97	-2	93	.	95	2	10	96	95	100	96
NC12CC3CC(CC(C3)C1)C2	99	-2	100	.	98	17	4	102	99	103	99
Cc1ccc(CNC(=O)COc2ccc3c(c2)CCC3)cc1	92	-3	97	7	94	7	9	100	94	102	94
CCc1nccn1S(=O)(=O)c1ccc(OC)c(OC)c1	100	-1	99	.	100	14	-10	106	100	100	101
Clc1ccc(CSc2nnc(-c3sccc3-n3cccc3)o2)cc1	97	0	98	-19	96	-8	-28	99	98	102	98
COc1ccc(NC(=O)COC(=O)c2ccc(Br)o2)cc1OC	97	-1	94	.	95	-23	-7	97	98	101	100
COc1ccc(/C=N/NC(=O)Cn2nc(C)c([N+](=O)[O-])c2C)cc1	101	-2	100	1	98	18	-16	98	100	99	98
Cc1cc(C)cc(NS(=O)(=O)c2ccc(NC(=S)NC(=O)c3cccs3)cc2)c1	104	-3	102	-27	101	32	-25	103	102	100	100
CC(CCc1ccc(O)cc1)NC1C2CC3CC(C2)CC1C3 (stereo not given)	100	-4	98	.	102	0	-10	102	101	106	99
CS(=O)(=O)N1CCN(Cc2ccccc2C(F)(F)F)CC1	99	-2	99	.	101	0	-5	107	101	103	102
COc1ccc(N2CCN(CCCNC(=O)C3CCC(CNc4nc(=S)[nH]c5ccccc45)CC3)CC2)cc1 (stereo not given)	93	0	91	.	91	23	-59	96	89	101	94
COc1cccc(/C=N/NC(=O)c2cc(-c3cccn3C)n[nH]2)c1	98	2	100	17	98	20	-33	99	99	101	101
Cc1ccc(Nc2nc(CSc3nnc(-c4cccnc4)n3-c3ccccc3F)cs2)cc1	96	-3	98	13	98	34	-62	98	97	108	98
C#CCn1c(S(=O)(=O)Cc2ccc(OC)cc2)nc(-c2ccccc2)c1-c1ccccc1	101	0	101	.	100	18	-9	106	99	101	102
C=CCc1ccccc1OCCNCc1ccccc1	97	-2	104	0	94	20	14	98	103	100	104
COCCCNC(=O)CCn1c(=O)c2ccccc2n(CC(=O)Nc2ccccc2C)c1=O	97	0	99	-1	97	-10	-2	97	97	99	98
COc1cccc(CNC(=O)C2CCCN(c3nn4c(=O)cc(C)nc4s3)C2)c1OC (stereo not given)	96	0	92	.	100	16	-6	103	86	101	103
CCCCCCC(=O)N(O)C1CC(=O)N(c2ccc(Br)cc2)C1=O (stereo not given)	95	-5	98	15	97	40	-14	97	99	99	95
CN(C)S(=O)(=O)c1cccc(-c2nnc(SCC(=O)NCCCCCC(=O)O)n2-c2ccc(F)cc2)c1	97	-4	102	.	97	28	-26	101	96	93	97
Cc1[nH]c2ccccc2c1Cc1nnc(SCC(=O)NCc2ccco2)o1	100	2	102	.	98	13	-22	105	100	103	100
CCOC(=O)c1c(C)[nH]c(C(=O)C(C)OC(=O)c2oc3ccccc3c2COC)c1C (stereo not given)	104	-1	104	.	102	18	-7	105	104	99	108
Cc1ccc(NC2CC(=O)N(Cc3ccccc3)C2=O)cc1 (stereo not given)	99	0	99	.	97	9	-53	97	97	101	99
Cc1nc2c(-c3ccccc3)c(C)[nH]n2c(=O)c1Cc1ccccc1	92	1	91	-38	93	-14	-31	89	89	99	88
CCOc1ncccc1C(=O)N1CCN(c2cc(Cl)ccc2C)CC1	97	0	96	.	95	8	-31	100	96	100	99

Next section:
SMILES	HRas wt GTP bind	Mcl-1 Bim block	Rab7 wt GTP bind	Pf gametocyte	Rac1 act GTP bind	Mcl1-Noxa inh	Mcl1-Bid inh	Rac1 wt GTP bind	Rab2A wt mod	RGS8-Gao	Cdc42 wt GTP
CCOc1ccc2nc(NC(=O)CS(=O)(=O)c3ccccc3)sc2c1	102	2	99	.	96	6	-20	104	100	102	103
O=C1c2ccc3c4c(ccc(c24)C(=O)N1Cc1cccnc1)C(=O)N(Cc1cccnc1)C3=O	98	-1	99	.	100	12	30	104	99	101	103
COc1ccc(-n2c(-c3ccc(Br)cc3)c[n+]3c2CCCCC3)cc1	100	-4	107	.	99	0	2	100	99	99	96
O=C(O)c1cc(N/N=C/c2ccc3c(c2)OCO3)ccc1Cl	92	0	93	12	90	5	-42	90	92	100	89
CCOC(=O)c1cc2c(ccn2C)n1Cc1ccc(C#N)cc1	97	2	99	-18	96	15	-66	102	98	101	98
Oc1csc(Cc2nc(-c3ccc(-c4ccccc4)cc3)cs2)n1	100	1	99	.	97	-5	-34	101	98	105	98
O=c1c2c(nc3nc(Cc4ccccc4)[nH]n13)CCC2	98	2	97	17	97	2	-4	102	98	115	99
O=Cc1ccc(OCc2cn3ccccc3n2)cc1	98	3	101	.	97	32	-15	103	93	101	96
COc1ccccc1NC(=S)NCc1ccc2c(c1)OCO2	103	-4	99	9	102	15	-21	105	101	99	101
CCCOC(=O)c1c(N)sc(C(=O)OCC)c1C	104	-6	99	.	102	1	-25	102	103	102	102
CCOC(=O)N1CCN(C(=S)Nc2ccc(C)c(C)c2)CC1	100	-4	99	20	95	10	-11	100	98	100	98
CC1(C)CC(=O)C(C=NCCN2CCN(C(=O)NC34CC5CC(CC(C5)C3)C4)CC2)=C(O)C1	100	0	95	-21	102	-10	-27	105	99	88	104
O=C(NC1CCCCCC1)c1ccc2c(=O)n3c(nc2c1)CCCCC3	102	4	97	12	98	-7	5	102	99	102	100
COCc1cc(C)n(CC(=O)Nc2ccc(Cl)cc2Cl)c(=O)c1C#N	100	-2	102	.	99	-5	-26	102	100	102	100
Cc1cc(C)cc(NC(=O)CN2CCN(c3ncccn3)CC2)c1	100	-4	100	.	97	16	-12	102	100	88	99
COC(=O)c1ccc(C)c(NC(=O)c2ccc(Cl)c([N+](=O)[O-])c2)c1	101	-4	98	-13	102	13	-2	102	102	101	103
O=C(/C=C/c1ccccc1)N1CCN(CCN2C(=O)c3cccc4cccc(c34)C2=O)CC1	99	-1	98	-8	99	9	-4	103	99	103	99
Cc1cccn2c(=O)c(C=Nc3ccc(Cl)cc3)c(NCCO)nc12	98	-5	96	.	97	27	2	104	97	98	104
